aSyn yeast rescue = alpha-synuclein toxicity suppression in yeast | AID 1347070 | 0.02% of 94,000 active | Potency, µM (top dose mostly 46.1 µM), without a hit: at the highest dose growth rescue (activation), usual class: activators | S. cerevisiae alpha-synuclein toxicity rescue, BacTiter-Glo growth, 24 h; active means well fitted activation curve with a large enough effect; inconclusive means small, poorly fitted or top-dose-only effect; further: 0% is about no effect
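Growth restoration measured by BacTiter-Glo luminescence after 24 hr at 30 deg C; alpha-synuclein yeast, raffinose-pregrown to mid-log, were added at OD600=0.02 in galactose medium onto pinned compounds.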
An asterisk follows results filed as active; u = inconclusive. Potency means the concentration at half of the fitted maximal effect. Not all compounds are listed; count on the stated rates, not on these rows.

SMILES | aSyn yeast rescue
CSc1ccc(CNC(=O)C2CCC(=O)N(CC3CCCCC3)C2)cc1 (stereo unspecified) | -4.8%
COc1cccc(S(=O)(=O)N(C)C[C@H]2Oc3ncc(Br)cc3C(=O)N([C@H](C)CO)C[C@H]2C)c1 | 10.6%
COc1ccccc1C(=O)C1CCCN(C(=O)c2ccc3c(c2)OCCO3)C1 (stereo unspecified) | 13.7%
Cc1ccc(-c2cc(C(=O)Nc3c(C)n(C)n(-c4ccccc4)c3=O)[nH]n2)c(O)c1C | -13.9%
COc1ccc(C2C(C(=O)Nc3ccccc3)=C(C)Nc3nc(-c4ccccc4)nn32)c(OC)c1 (stereo unspecified) | -4.1%
COc1ccc(CC(=O)Nc2cc(S(=O)(=O)N3CCOCC3)ccc2N2CCCC2)cc1 | 12.7%
Cc1ccc(NC(=O)NCc2c(-n3cccc3)sc3c2CCCC3)c(Cl)c1 | -7.8%
CC(C)CC1NC(=O)N(CC(=O)NC2CCCCC2)C1=O (stereo unspecified) | 0.0%
COC(=O)c1ccccc1NS(=O)(=O)c1ccc2c(c1)CCCN2C(C)=O | -2.5%
COc1cccc(CNC(=O)c2cccs2)c1 | 8.0%
COc1ccc(C2NC(=O)NC(C)=C2C(=O)Nc2ccccc2)cc1OC (stereo unspecified) | -14.5%
Cc1ccc(C)c(Nc2ncnc3onc(C)c23)c1 | -5.4%
CSc1ccccc1NC(=O)CN(C)C(=O)Cn1c(=O)oc2ccccc21 | -8.1%
COc1ccccc1CNc1ccc(-c2nc(-c3ccccn3)no2)cc1[N+](=O)[O-] | 5.2%
COC(=O)c1ccc(NC(=O)CSc2nc3ccc(OC)cc3[nH]2)cc1 | -4.8%
CCCCOc1ccc(-c2cnc3ccccc3n2)cc1 | -14.2%
CN1CCN(C(CNC(=O)C(=O)NC2CCCC2)c2ccc(F)cc2)CC1 (stereo unspecified) | 5.8%
O=C(NCc1cccs1)c1nn(-c2ccccc2F)nc1CO | -0.4%
COc1cccc2c1cc1c(=O)n(CC(=O)N3CCN(c4ccc(F)cc4)CC3)nc(C)n12 | 0.5%
O=C(CN1CCN(C(=O)c2ccco2)CC1)Nc1cc(S(=O)(=O)N2CCCC2)ccc1Cl | 3.5%
CCOc1ccc(CCNC(=O)c2c(C)oc3ncn(CC(C)C)c(=O)c23)cc1OCC | 1.5%
COc1cccc(CNC(=O)c2ccc3c(c2)c(C)c(C)n3Cc2ccccc2)c1 | 8.1%
CCN(CC)CCNC(=O)C1CCN(c2cc(C)nc3c(-c4ccc(Cl)cc4)c(C)nn23)CC1 | 8.9%
Cc1ccc(CNC(=O)CCC2CCCN(Cc3ccc4cccc(F)c4n3)C2)o1 (stereo unspecified) | 2.2%
CC(C)c1ccc(NC(=O)CN2C(=O)COc3ccc(S(=O)(=O)N4CCOCC4)cc32)cc1 | -8.1%
CCOC(=O)C1=C(C#N)C(C(=O)OCC)c2ncccc21 (stereo unspecified) | -11.8%
Cc1ccc(-c2nc3cc(NC(=O)Cc4ccc(Cl)cc4)ccc3o2)cc1 | 2.9%
CC(C)CNC(=S)NNC(=O)CC(C)O (stereo unspecified) | -5.7%
Cc1ccc(-c2nc3cccnc3s2)cc1NC(=O)C(C)C | -11.9%
CCOc1cccc2sc(N(CCN(C)C)C(=O)c3ccc(Br)s3)nc12 | 0.2%
CCOC(=O)c1cc2c(=O)n3ccccc3nc2n(Cc2ccco2)c1=NC(=O)c1ccccc1OCC | 6.4%
CCCSCCCNC(=O)C1CCN(C(=O)c2cc3sccc3n2C)CC1 | -2.6%
O=C(c1ccc(Br)o1)N1CCC(c2nc3ccccc3[nH]2)CC1 | -9.5%
CCOC(=O)c1sc(NC(=O)C(C)Oc2ccc(OC)cc2)c(C(=O)OCC)c1C (stereo unspecified) | -12.3%
Cc1ccc(-n2nc3c(=O)n(CCCC(=O)NC(C)c4ccccc4)nc(C)c3c2C)cc1 (stereo unspecified) | -0.2%
Cc1cc(C(C)(C)C)ccc1OCC(=O)N/N=C\c1c(C)n(C)n(-c2ccccc2)c1=O | 1.7%
O=c1c2cnn(-c3ccc(F)cc3)c2ncn1Cc1ccccc1Cl | 1.7%
Cc1oc2ncn(CC(C)C)c(=O)c2c1C(=O)N1CCN(c2ccc(F)cc2)CC1 | 1.5%
Cc1cc2oc(C(=O)Nc3cccc(-c4nc5ccccc5o4)c3)c(C)c2cc1C | -5.1%
O=C(/C=C/c1ccc(F)cc1)Nc1cc(S(=O)(=O)N2CCOCC2)ccc1N1CCOCC1 | -0.6%

An excerpt taken from the entries so far, as a working copy:
SMILES | aSyn yeast rescue
O=C(c1ccc(Br)o1)N1CCC(c2nc3ccccc3[nH]2)CC1 | -9.5%
CCOC(=O)c1sc(NC(=O)C(C)Oc2ccc(OC)cc2)c(C(=O)OCC)c1C (stereo unspecified) | -12.3%

Following part
SMILES | aSyn yeast rescue
C[C@@H]1CN([C@H](C)CO)S(=O)(=O)c2ccc(-c3cccc(C#N)c3)cc2O[C@H]1CN(C)C(=O)Nc1cc(F)ccc1F | 1.1%
CCOc1ccc(NC(=S)Nc2cccnc2)cc1 | 5.0%
COc1ccc(Cn2c(CO)cnc2SCC(=O)Nc2ccc3c(c2)OCCO3)cc1 | 5.9%
CCOC(=O)c1ccc(S(=O)(=O)NCC(c2ccc(N(C)C)cc2)c2c[nH]c3ccccc23)cc1 (stereo unspecified) | -4.3%
Cc1cc(C)n(Cc2ccc(Cl)nc2)n1 | -1.8%
CCc1ccc(S(=O)(=O)Nc2cc3c(C(=O)OCc4ccccc4)c(C)oc3c3ccccc23)cc1 | 0.4%
CCc1ccc(CNC(=O)Cn2c(-c3cccs3)cc3cc(F)ccc32)cc1 | -3.2%
Cc1ccc(C)c(OCCC(=O)OCC(=O)NCc2ccccc2)c1 | 19.3%
Cc1cc(C)cc(NC(=O)CCS(=O)(=O)c2cccc3nsnc23)c1 | 4.6%
CCN(CC(=O)Nc1c(F)cccc1F)C(=O)c1ccc(COc2ccccc2)cc1 | -1.4%

An excerpt from above in order of length of the SMILES, rising:
SMILES | aSyn yeast rescue
Cc1cc(C)n(Cc2ccc(Cl)nc2)n1 | -1.8%
CCOc1ccc(NC(=S)Nc2cccnc2)cc1 | 5.0%
Cc1cc(C)cc(NC(=O)CCS(=O)(=O)c2cccc3nsnc23)c1 | 4.6%
C[C@@H]1CN([C@H](C)CO)S(=O)(=O)c2ccc(-c3cccc(C#N)c3)cc2O[C@H]1CN(C)C(=O)Nc1cc(F)ccc1F | 1.1%

Back to the main list; the two compounds before the break are reprinted first.
SMILES | aSyn yeast rescue
Cc1cc(C)cc(NC(=O)CCS(=O)(=O)c2cccc3nsnc23)c1 | 4.6%
CCN(CC(=O)Nc1c(F)cccc1F)C(=O)c1ccc(COc2ccccc2)cc1 | -1.4%
CCOc1ccc(-c2nonc2NC(=O)c2ccc(C)cc2)cc1OCC | -6.9%
CC(=O)c1ccc(NC(=O)c2nc(-c3ccccc3)n(-c3ccccc3)n2)cc1 | 1.3%
CCCOc1ccc(/C=C/C(=O)Nc2sc(C)c(C)c2C(=O)OCC)cc1OC | -20.8%
COc1ccc(OCC(=O)Nc2nc(-c3ccc(Br)cc3)ns2)cc1 | -2.1%
C/C(=N/NC(=O)CNC(=O)c1cccnc1)c1cccc([N+](=O)[O-])c1 | 7.7%
O=C(N/N=C/c1cn(-c2ccccc2)nc1-c1cc2ccccc2o1)c1ccccc1Br | -11.0%
NS(=O)(=O)c1ccc(NC(=O)c2csnn2)cc1 | -0.4%
CCCC(=O)Nc1ccc2oc(-c3ccc(O)c(Br)c3)nc2c1 | -4.6%
O=C(Nc1ccc(S(=O)(=O)NC2=NCCCCC2)cc1)c1ccc(C(F)(F)F)cc1 | 4.8%
CCCn1c(SCc2nc(-c3ccccc3OCC)no2)nnc1-c1ccc(Cl)cc1 | 3.6%
Cc1cc(C)cc(NC(=O)C2COc3ccccc3O2)c1 (stereo unspecified) | 12.0%
CN(CC(=O)NCc1ccc(Cl)cc1)S(=O)(=O)c1ccc2[nH]c3c(c2c1)CCCC3 | -3.7%
CCOC(=O)c1nc(NCc2ccc(Cl)cc2)c2c(C)noc2n1 | 4.6%
Cc1ccc(OCc2nc(-c3ccc(C(=O)N4CCN(c5cc(Cl)ccc5C)CC4)cc3)oc2C)cc1 | 5.1%
CCCC(=O)N(c1ccc2oc(C)c(C(C)=O)c2c1)S(=O)(=O)c1ccc(C(=O)O)cc1 | -8.6%
Cc1cccc(NC(=O)CSc2nnc3ccc(-c4cccnc4)nn23)c1 | -5.9%
Cc1ccc2[nH]c(=O)c(CN(Cc3ccco3)C(=O)CN3CCCC(C)C3)cc2c1 (stereo unspecified) | 10.1%
CCc1ccc(-n2c(SCc3cccc(F)c3)nc3[nH]ncc3c2=O)cc1 | 0.1%
O=C(CN(C(=O)c1ccccc1Cl)N1C(=O)CCCC1=O)c1ccc(Cl)cc1 | -6.2%
Cc1ccc(-c2nc3scc(CCNS(=O)(=O)c4ccc(F)c(C)c4)n3n2)cc1 | -3.4%
O=C(NCC(c1cccs1)N1CCOCC1)c1ccc(Cl)c(S(=O)(=O)N2CCOCC2)c1 (stereo unspecified) | -6.4%
Cc1ccc(CCNC(=O)CN2C(=O)COc3ccc(S(=O)(=O)N4CCCCC4)cc32)cc1 | 5.7%
COc1ccc(Cl)cc1C(=O)NCC(c1ccc(N(C)C)cc1)N1CCOCC1 (stereo unspecified) | -5.5%
CCOc1ccc(CCNC(=O)c2ccc(Nc3nc4ccccc4n4nnnc34)cc2)cc1OCC | -6.0%
O=S(=O)(Nc1ccc(F)cc1)c1ccc(NS(=O)(=O)c2cccs2)cc1 | 10.5%
CCN(CC)C(=O)C1CCCN(c2ncnc3c2c(-c2ccccc2)cn3-c2cccc(C)c2)C1 (stereo unspecified) | -14.3%
CN(Cc1ccccc1)S(=O)(=O)c1ccc2[nH]c(=O)ccc2c1 | -10.2%
COc1ccc(C2CC(=O)c3c([nH]c(C(=O)OCCOc4ccccc4)c3C)C2)cc1OC (stereo unspecified) | -6.5%
Cc1cccc(Cn2c(=O)n(CCCC(=O)NCc3ccccc3Cl)c(=O)c3ccccc32)c1 | -4.6%
O=c1c2ccccc2[nH]c(=S)n1CCN1CCc2ccccc2C1 | 0.3%
Nc1nc(Nc2cccc(Cl)c2)nc(NCCO)c1[N+](=O)[O-] | 5.4%
O=C(Nc1ccc2oc(-c3cccc(F)c3)nc2c1)c1ccc2ccccc2c1 | 0.2%
Cc1noc(C)c1NC(=O)N(C)C[C@@H]1Oc2ncc(Br)cc2C(=O)N([C@@H](C)CO)C[C@@H]1C | 4.4%
Cc1ccnc(SCC(=O)N2CCc3ccccc32)n1 | 13.0%
CCCCC(=O)N(Cc1nc2sc(C)c(C)c2c(=O)[nH]1)C1CCCC1 | 7.4%
Clc1ccc(-c2csc(=Nc3ccccc3)n2Cc2ccc3c(c2)OCO3)cc1 | -23.3%
CCN1CCCc2cc(CN(CCN3CCOCC3)C(=S)Nc3cccc(C)c3)ccc21 | 0.4%
COc1ccc(CCNC(=O)CN(c2ccccc2)S(=O)(=O)N(C)C)cc1 | -10.3%
CN(C)c1ccc(/C=C(\NC(=O)c2ccccc2)C(=O)NCc2ccncc2)cc1 | 2.2%
CC(=O)CCn1cc([N+](=O)[O-])nc1C | 2.9%
Cc1ccc(NC(=O)Cn2nnc(C(=O)NCc3cccs3)c2N)cc1Cl | 0.6%
CC1C(=O)N2CCCc3cc(NC(=O)C(=O)NCCc4c[nH]c5ccccc45)cc1c32 (stereo unspecified) | -1.2%
Cc1ccc(C)c(NC(=O)CSc2ccc(-c3cccs3)nn2)c1 | -2.7%
Cn1c(COc2cccc3ccccc23)nnc1SCC(=O)OC1CCCCC1 | u
Cc1ccc(Cl)cc1N1CCN(c2cccc[n+]2C)CC1 | -13.3%
O=C(CSc1ncc2c(n1)-c1cc(Cl)ccc1N(Cc1ccccc1)S2(=O)=O)NCc1ccccc1 | 4.6%
O=C(c1ccc([N+](=O)[O-])cc1)N1CCSC1c1cccc(Cl)c1 (stereo unspecified) | -2.6%
Cc1cc(C)cc(NC(=O)Cn2c(=O)n(CC(=O)NCCc3ccccc3)c(=O)c3ccccc32)c1 | -5.5%
CCSc1ncc(Cl)c(C(=O)N(Cc2ccccc2)Cc2ccco2)n1 | -3.7%
COc1ccc(S(=O)(=O)Oc2cccc(/C=N/N=C3/NC(=O)C(CC(=O)O)S3)c2)cc1 (stereo unspecified) | 8.2%

More compounds:
SMILES | aSyn yeast rescue
CCOc1ccc(-n2nc3ccc(NC(=O)Cc4ccccc4)cc3n2)cc1 | -9.6%
COc1ccc(OC)c(-n2nnc(-c3nc(-c4cc(OC)c(OC)c(OC)c4)no3)c2C)c1 | 0.0%
O=C(CSc1nnc(-c2ccccc2Cl)o1)N1CCCC1 | 2.5%
Cc1cc(F)ccc1NC(=O)CS(=O)(=O)c1cccc2nsnc12 | -5.0%
CCC1Oc2ccc(Cl)cc2N(CC(=O)NCCc2ccc(Cl)cc2)C1=O (stereo unspecified) | -3.5%
COc1cccc(-c2cnc3c(c2)C(=O)N([C@H](C)CO)C[C@@H](C)[C@H](CN(C)C(=O)Nc2ccccc2F)O3)c1 | 1.1%
COc1ccc(CCNS(=O)(=O)c2c(C)nc3scc(C)n3c2=O)cc1OC | 9.4%
COc1ccc(-n2c(SC)nc3sc4c(c3c2=O)CCN(C(C)=O)C4)cc1 | 0.3%
CN(C(=O)c1cc2c(s1)-c1ccccc1S(=O)(=O)C2)c1ccccc1F | -18.2%
CCOCCn1c(SCCc2ccccc2)nc2c1c(=O)[nH]c(=O)n2C | -2.7%
O=C(Cn1c(=O)n(CCCS(=O)(=O)C2CCCCC2)c(=O)c2ccccc21)Nc1ccccc1C(F)(F)F | -3.4%
Cc1ccc(C(=O)N2CC(C)OC(C)C2)cc1[N+](=O)[O-] (stereo unspecified) | -0.5%
CCOCCCn1c(=N)c(S(=O)(=O)c2ccc(Cl)cc2)cc2c(=O)n3cccc(C)c3nc21 | -5.9%
COc1ccc(OC)c(-n2nnc3c(sc4nc(C)c(Br)c(C)c43)c2=O)c1 | 9.6%

Bioassay records from PubChem.
